# Bioassay records: PubChem, several laboratories
# FadD28 FP inh – blocks FadD28 binding to the bisubstrate probe | fluorescence polarization | inhibition, % at 12.5 µM | 360,000 compounds, 0.22% hits | AID 588549; in the data active = inhibition above about 8.5%, passing the limit was not always enough; inconclusive = no clear call, values can overlap the other calls
# GDH-TPI inh – inhibits GDH-TPI coupling enzymes, artifact for Mtb FBA screen | inhibition, % at 4.8 µM | 360,000 compounds, 1.2% hits | GDH-TPI coupled enzyme counterscreen, NADH absorbance; in the data active = inhibition above about 30%;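 note: 0% = DMSO wells and 100% = wells lacking the enzyme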
# BoNT-F LC inh – inhibitors of Botulinum neurotoxin F light chain protease | inhibition, % at 10 µM | Multiplex microsphere protease cleavage assay, flow cytometry | 360,000 compounds, 0.22% hits; in the data active = inhibition above about 35%, passing the limit was not always enough; inconclusive = no clear call, values can overlap the other calls; note: plate controls were buffer without enzyme for full effect and enzyme alone for no effect
# Mtb UGM inh – inhibitors of M. tuberculosis UDP-galactopyranose mutase; P9WIQ1; purified UGM, fluorescence polarization probe displacement; inhibition, % at 10 µM; 320,000 compounds, 0.06% hits; in the data active = inhibition above about 10%, passing the limit was not always enough; inconclusive = no clear call, values can overlap the other calls
# Target sequence (P9WIQ1 whole entry, looked up): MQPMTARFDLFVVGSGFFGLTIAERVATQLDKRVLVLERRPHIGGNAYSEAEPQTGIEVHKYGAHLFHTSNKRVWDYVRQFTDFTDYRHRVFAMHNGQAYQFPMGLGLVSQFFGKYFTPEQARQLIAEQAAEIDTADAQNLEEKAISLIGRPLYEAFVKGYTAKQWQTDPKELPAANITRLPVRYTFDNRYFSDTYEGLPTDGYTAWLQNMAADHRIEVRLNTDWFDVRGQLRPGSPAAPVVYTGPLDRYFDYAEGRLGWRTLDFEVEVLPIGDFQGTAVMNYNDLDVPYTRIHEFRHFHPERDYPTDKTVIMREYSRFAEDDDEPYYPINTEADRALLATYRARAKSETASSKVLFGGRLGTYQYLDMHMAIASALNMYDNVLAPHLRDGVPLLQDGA
# Rv3671c protease – inhibitors of M. tuberculosis serine protease Rv3671c; P9WHR9; inhibition, % at 5.96 µM; 320,000 compounds, 0.048% hits; AID 2606; in the data active = inhibition above about 38%;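 note: extracellular domain of Rv3671c used as enzyme; 0% = enzyme with DMSO and 100% = no enzyme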
# Target sequence (P9WHR9 whole entry, looked up, the tested form may be a part): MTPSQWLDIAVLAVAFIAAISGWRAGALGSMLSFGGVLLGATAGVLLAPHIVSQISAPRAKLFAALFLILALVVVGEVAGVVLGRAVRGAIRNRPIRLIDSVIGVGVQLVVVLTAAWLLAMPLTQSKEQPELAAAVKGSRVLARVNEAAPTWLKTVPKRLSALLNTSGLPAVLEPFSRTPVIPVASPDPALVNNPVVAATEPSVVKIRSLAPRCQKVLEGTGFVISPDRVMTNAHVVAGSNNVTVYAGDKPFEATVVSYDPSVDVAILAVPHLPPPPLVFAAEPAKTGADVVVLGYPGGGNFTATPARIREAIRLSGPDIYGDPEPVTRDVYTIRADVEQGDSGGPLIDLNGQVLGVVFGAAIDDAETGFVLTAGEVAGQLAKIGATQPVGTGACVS
# Mtb FBA inh – inhibitors of M. tuberculosis fructose-bisphosphate aldolase | purified M. tuberculosis FBA, fluorescence read-out | P9WQA3 | inhibition, % at 1 µM | 360,000 compounds, 2.3% hits; in the data active = inhibition above about 27%;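 note: 0% = vehicle and 100% = reference inhibitor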
# BioA inh – blocks M. tuberculosis BioA enzyme activity | AID 602481 | purified M. tuberculosis BioA enzyme, plate reader | 360,000 compounds, 0.096% hits | inhibition, % at 9.99 µM; in the data active = inhibition above about 40%; inconclusive = no clear call, values can overlap the other calls
# PrPC surface inh – reduces human prion protein on the cell surface; AID 720596; cell surface PrPC, TR-FRET read-out; inhibition, % at 13.8 µM; 370,000 compounds, 0.43% hits; P04156; in the data active = inhibition above about 24%; note: 0% = median of the test wells and 100% = reference compound wells
# MazF activator – activators of E. coli MazEF toxin-antitoxin RNase. P0AE70. FAM/BHQ RNA-DNA oligo cleavage fluorescence, 5 h. activation, % at 20 µM. 350,000 compounds, 0.32% hits; in the data active = activation above about 50%
# Target sequence (P0AE70 whole entry, looked up): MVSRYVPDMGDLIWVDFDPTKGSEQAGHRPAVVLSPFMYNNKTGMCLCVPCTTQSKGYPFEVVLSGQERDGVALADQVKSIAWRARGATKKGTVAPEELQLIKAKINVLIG
# Active calls of the source: *; ? = inconclusive; / = no result given.
# Values in the order – PrPC surface inh	Mtb UGM inh	FadD28 FP inh	Mtb FBA inh	MazF activator	Rv3671c protease	BoNT-F LC inh	BioA inh	GDH-TPI inh
1: COc1ccc(-c2csc(C)n2)cc1OC
  -2	-2.7	-1.8	-3	1	1	4	0.1	2
2: Cn1c(=O)c([N+](=O)[O-])c(NC2CCS(=O)(=O)C2)c2ccccc21 (stereo unspecified)
  -9	-2.0	-0.6	-1	1	-2	?	/	20
3: O=C(Nc1cc(C(=O)N2CCCC2)ccc1N1CCCC1)c1ccccc1F
  -3	0.2	-4.8	1	-1	6	-2	/	-3
4: CCOc1cccc2cc(-c3csc(NC(=O)CCC(=O)N4CCC(C)CC4)n3)c(=O)oc12
  2	-0.7	1.2	5	-5	-8	-2	1.0	-12
5: NS(=O)(=O)c1ccc(NC(=O)C(Sc2ccccc2)c2ccccc2)cc1 (stereo unspecified)
  -3	0.5	-2.3	5	0	-11	-3	-0.2	-5
6: CC(C)n1c(SCC(=O)c2ccc3c(c2)OCCO3)nc2c1c(=O)n(C)c(=O)n2C
  -6	-1.6	/	/	1	4	/	/	/
7: C[C@H](CO)N1C[C@H](C)[C@H](CN(C)Cc2ccc(Oc3ccccc3)cc2)Oc2ccc(NC(=O)Nc3cccc4ccccc34)cc2CC1=O
  -4	-0.7	-3.3	4	-12	-88	0	-0.2	20
8: c1csc(-c2nn3c(Cn4nnc5ccccc54)nnc3s2)c1
  1	5.4	-5.3	2	4	4	-1	0.0	-4
9: c1ccc2c(c1)nc(N1CCCCCC1)c1nncn12
  -3	/	-4.3	-4	3	/	2	0.4	16
10: O=C(CC1CCCC1)Nc1ccc(Cl)c(S(=O)(=O)N2CCOCC2)c1
  3	-0.8	-0.9	0	-16	-7	5	4.0	8
11: S=C(NCC1CCCO1)N1CCN(c2nc(-c3ccc(Cl)cc3)cs2)CC1 (stereo unspecified)
  0	1.0	2.4	-1	1	1	-6	1.2	1
12: C=CCOc1ccc(Br)cc1CNC(C)(C)C
  -8	0.1	0.9	0	4	-4	0	/	2
13: CCOC(=O)C1=CNS(=O)(=O)NC1c1ccc(C(F)(F)F)cc1 (stereo unspecified)
  -4	/	-3.8	6	2	/	1	-0.5	-13
14: Cc1cccc(N2CCN(S(=O)(=O)c3c(C)[nH]c(C)c3C(=O)N3CCCC3)CC2)c1C
  -11	4.7	-0.6	1	12	-3	0	-1.6	12
15: COc1ccc(OCCCn2cccc2/C=C2/C(=N)N3OC(C)=CC3=NC2=O)cc1
  2	-0.5	-3.0	-6	-12	-10	-1	/	0

# An excerpt from above with just BoNT-F LC inh, BioA inh and MazF activator.
no. | compound | BoNT-F LC inh | BioA inh | MazF activator
1 | COc1ccc(-c2csc(C)n2)cc1OC | 4 | 0.1 | 1
2 | Cn1c(=O)c([N+](=O)[O-])c(NC2CCS(=O)(=O)C2)c2ccccc21 (stereo unspecified) | ? | / | 1
3 | O=C(Nc1cc(C(=O)N2CCCC2)ccc1N1CCCC1)c1ccccc1F | -2 | / | -1
4 | CCOc1cccc2cc(-c3csc(NC(=O)CCC(=O)N4CCC(C)CC4)n3)c(=O)oc12 | -2 | 1.0 | -5
5 | NS(=O)(=O)c1ccc(NC(=O)C(Sc2ccccc2)c2ccccc2)cc1 (stereo unspecified) | -3 | -0.2 | 0

# Later entries
# Values in the order – PrPC surface inh	Mtb UGM inh	FadD28 FP inh	Mtb FBA inh	MazF activator	Rv3671c protease	BoNT-F LC inh	BioA inh	GDH-TPI inh
16: O=C(CN1CCOCC1)NNC(=S)Nc1ccccc1
  -2	-0.7	0.2	0	-28	-1	-2	/	-4
17: COc1ccc(NC(=O)COC(=O)Cc2ccc(-c3ccccc3)cc2)c(OC)c1
  4	/	-1.9	-6	-2	-6	1	/	0
18: CCS(=O)(=O)N1Cc2ccccc2CC1C(=O)Nc1nc2ccccc2s1 (stereo unspecified)
  -6	-4.1	-7.8	2	-6	-8	-14	-2.4	9
19: CC(=O)Nc1ccc(NC(=O)C(C)OC(=O)CCC2CCCC2)cc1 (stereo unspecified)
  5	3.4	0.2	-3	3	-10	0	0.3	-6
20: Cc1cc2nn(-c3cccc4ccccc34)nc2cc1NC(=O)c1cccs1
  -13	3.3	-1.8	13	-6	-71	2	-0.4	18
21: CC(=O)NC1=NN(C(C)=O)C(C)(c2cccc([N+](=O)[O-])c2)S1 (stereo unspecified)
  -2	-0.9	-2.4	-1	-1	10	0	/	-2
22: CCNS(=O)(=O)c1ccc(-c2ccc(-n3cnnn3)cc2)cc1
  7	1.0	-2.1	-1	5	4	0	-0.4	-6
23: C(=C\c1ccccc1)/CN1CCN(Cc2nc(Cc3ccccc3)no2)CC1
  3	-0.3	-1.3	1	-3	-7	-2	/	10
24: CC(=O)c1ccc(-c2ccc(Cn3c(C)nc4cc(N)c(C)nc43)cc2)cc1
  3	-0.1	0.1	4	6	3	-8	/	5
25: O=C(NC1CC1)C1=C[C@@H](c2ccc(C(F)(F)F)cc2)C[C@@H](OCc2ccc(CO)cc2)O1
  -3	-1.3	-6.4	-1	-1	-6	-3	3.4	-4
26: COc1cccc(CN2CCN(Cc3cc4ccccc4o3)CC2CCO)c1 (stereo unspecified)
  3	1.4	-0.7	0	-16	5	-6	-0.7	5
27: Oc1ccccc1Cn1nnc2ccccc21
  -4	-1.0	-1.4	0	3	-8	?	1.7	-1
28: O=C(CSc1ccccc1)NCC(c1ccco1)N1CCCCC1 (stereo unspecified)
  -1	-3.1	-0.7	1	4	4	-11	-1.8	9
29: CCOC(=O)c1ccc(N/C(=N/S(=O)(=O)c2ccccc2)c2ccccc2)cc1
  -7	-1.1	-0.7	0	8	-4	0	6.9	11
30: COC(=O)c1cc[n+](CC(=O)c2ccccc2)cc1
  2	1.8	-0.8	0	1	5	-6	0.1	-10

# For convenience, some entries already given:
# Values in the order – PrPC surface inh	Mtb UGM inh	FadD28 FP inh	Mtb FBA inh	MazF activator	Rv3671c protease	BoNT-F LC inh	BioA inh	GDH-TPI inh
27: Oc1ccccc1Cn1nnc2ccccc21
  -4	-1.0	-1.4	0	3	-8	?	1.7	-1
28: O=C(CSc1ccccc1)NCC(c1ccco1)N1CCCCC1 (stereo unspecified)
  -1	-3.1	-0.7	1	4	4	-11	-1.8	9
29: CCOC(=O)c1ccc(N/C(=N/S(=O)(=O)c2ccccc2)c2ccccc2)cc1
  -7	-1.1	-0.7	0	8	-4	0	6.9	11
30: COC(=O)c1cc[n+](CC(=O)c2ccccc2)cc1
  2	1.8	-0.8	0	1	5	-6	0.1	-10

# Additional results:
# Values in the order – PrPC surface inh	Mtb UGM inh	FadD28 FP inh	Mtb FBA inh	MazF activator	Rv3671c protease	BoNT-F LC inh	BioA inh	GDH-TPI inh
31: CC1CC(c2ccccc2)n2nc(NC(=O)CCc3ccccc3)nc2N1 (stereo unspecified)
  -7	-1.0	-1.5	-3	-7	-9	-2	0.4	12
32: O=S(=O)(c1ccc2nc(-c3ccccc3)[nH]c2c1)N1CCN(c2cccc(Cl)c2)CC1
  8	1.7	-3.7	-2	-4	-30	-6	/	-1
33: CCN(CC)C(=O)[C@H]1C[C@H](CC(=O)NC(C)(C)C)C(=O)N2CCc3c([nH]c4cc(CCC(=O)N(C)C)ccc34)[C@]12C
  -8	/	-3.9	-1	6	/	1	0.8	-3
34: CCCCNC(=O)[C@@H]1CCCN1S(=O)(=O)c1cccc2cccnc12
  4	1.1	-3.2	1	2	3	3	0.3	7
35: COc1ccc(CN(C)C(=O)COC(=O)c2c(-c3ccccc3Cl)noc2C)cc1
  7	-1.6	-1.4	4	3	-4	-4	0.1	6
36: O=C(COc1ccccc1-c1ccccc1)NNC(=O)NC1CCCCC1
  8	-2.2	-2.5	-2	8	6	-2	/	-3
37: Cc1cc(C(C)(C)C)oc1C(=O)N(CC(=O)NC1CCCC1)c1cccc(C(F)(F)F)c1
  /	0.7	-2.4	-3	3	-9	-10	-0.7	-2
38: CN1OC(COC(=O)c2ccc(Cl)cc2Cl)CC1c1ccccc1 (stereo unspecified)
  2	3.5	-0.8	-1	-12	-19	-4	-1.0	-2
39: COc1cccc(-c2cc(C(=O)Nc3ccc(OC)c(OC)c3)no2)c1
  -3	2.7	-1.7	-1	-2	-11	1	/	-6
40: COP(=S)(OC)SCN1C(=O)c2ccccc2C1=O
  9	/	-1.4	0	7	4	-9	-0.6	0
41: C#CCOCCOCCOCCNc1nc(N2CCN(C(=O)CCCCCCCCCCNC(=O)Cn3cc(CCCCCN)nn3)CC2)nc(N2CCN(C(=O)CCCCCCCCCCNC(=O)Cn3cc(CCCCCN)nn3)CC2)n1
  /	3.0	-5.6	-2	-25	-1	-49	-1.0	-2
42: O=C(Nc1cnn(Cc2ccc(Cl)cc2)c1)c1cccs1
  22	1.5	-4.1	-2	2	-4	-6	/	0
43: COc1ccc(C(=O)Nc2ccccc2N2CCCCC2)cc1[N+](=O)[O-]
  -5	2.9	-0.5	0	-9	-17	1	/	4
44: Cn1cnc([N+](=O)[O-])c1Sc1ccc([N+](=O)[O-])cc1
  -7	1.0	-1.9	0	3	5	-5	-0.7	10
45: O=C(Cc1ccccc1)N1CCN=C1SCc1cccc([N+](=O)[O-])c1
  2	-3.4	-0.1	6	2	7	3	/	0
46: C=CCNC(=S)NCC=C
  6	0.7	0.7	2	10	2	-12	-2.0	2
47: CCOC(=O)c1ccc(-c2ccc(/C=N/NC(=O)Cc3nnc(N)s3)o2)cc1
  -21	3.0	-2.4	21	4	-6	-2	/	40*
48: COc1ccccc1NS(=O)(=O)c1ccc(C(=O)N2CCCCCC2)cc1
  4	-0.3	0.1	1	4	2	-5	/	2
49: CCCN1C(=O)C2(OCCO2)c2cc(Cl)ccc21
  -4	0.2	-2.7	-1	6	/	-11	-2.2	-3
50: COc1ccc(OC)c(/C=N/NC(=O)c2cnccn2)c1
  -6	3.9	-4.8	0	3	3	?	/	30
51: O=C(O)C1CCCCC1C(=O)NCc1ccc(F)cc1 (stereo unspecified)
  -1	0.3	-1.0	2	3	6	-4	0.3	2
52: O=C(NC12CC3CC(CC(C3)C1)C2)c1ccc(-c2cccc(Cl)c2)o1
  3	0.1	1.2	0	-14	-11	-22	/	-4
53: Cc1cc2nc(SCCN3CCOCC3)[nH]c2cc1C
  5	-0.8	-1.2	-3	5	4	1	0.3	6
54: Cc1cccc(C)c1Nc1nnc(SCC(=O)Nc2cc(S(=O)(=O)N3CCCCC3)ccc2Cl)s1
  -2	-0.7	0.6	1	-13	-38	-13	/	11
55: COCC(=O)N(Cc1cc2cc(C)ccc2[nH]c1=O)c1cccc(C)c1C
  6	3.0	-1.0	6	-3	-8	-13	-2.3	11
56: Cc1nnc(SCC(=O)NC2CCCC2)n1-c1ccccc1
  -2	-0.9	-1.9	0	4	-2	16	-1.3	0
57: CC(C)C1C(=O)N(Cc2cn(CC3CCCCC3)nn2)CCS(=O)(=O)N1Cc1ccc(-c2ccc(F)nc2)cc1 (stereo unspecified)
  6	/	-6.8	-2	0	/	-6	0.6	10
58: C[C@]12c3[nH]c4ccc(Cl)cc4c3CCN1C(=O)[C@@H](CC(=O)NCc1cccc(C(F)(F)F)c1)C[C@@H]2C(=O)N1CCOCC1
  6	/	-4.8	-1	17	/	-1	2.0	0
59: COc1ccccc1Nc1nc(N)nc(CCl)n1
  0	-1.7	-4.6	-5	-7	3	?	-0.4	5
60: N=C1SCC(=O)N1c1ccc(Cl)cc1
  7	2.3	-2.0	2	8	-1	?	2.1	2

# Overlap with the part before: two entries, then new ones.
# Values in the order – PrPC surface inh	Mtb UGM inh	FadD28 FP inh	Mtb FBA inh	MazF activator	Rv3671c protease	BoNT-F LC inh	BioA inh	GDH-TPI inh
59: COc1ccccc1Nc1nc(N)nc(CCl)n1
  0	-1.7	-4.6	-5	-7	3	?	-0.4	5
60: N=C1SCC(=O)N1c1ccc(Cl)cc1
  7	2.3	-2.0	2	8	-1	?	2.1	2
61: O=C(OCc1ccccc1)N(CCCCN(CCCNCc1ccccc1)C(=O)OCc1ccccc1)CCCNCc1ccccc1
  -18	/	-6.7	0	-26	/	-54	/	0
62: Cc1cccc(-n2nnc(C(=O)Nc3ccc(F)cc3)c2N)c1
  10	-0.6	-5.1	0	-7	-9	-8	-0.1	-2
63: O=C(/C=C/C(=O)N1CCc2ccccc2C1)N1CCc2ccccc2C1
  -3	-0.9	-2.6	0	3	-8	?	/	0
64: CCCCNC(=O)C1(NC(=O)Nc2ccccc2)CCCCC1
  2	1.2	-3.4	1	10	6	0	-0.4	-10
